Screening results deposited in PubChem by several laboratories.
NFkB transloc inh = blocks IL-1B driven NFkB nuclear translocation in HUVEC cells | 0.43% of 94,000 active | HUVEC IL-1B NFkB p65 nuclear translocation imaging | AID 796 | inhibition, % at 2 µM;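 active = inhibition above about 30% together with a positive call from visual inspection of the well image, limit read from the data; inconclusive = inhibition above a set limit but visual check negative; inactive = inhibition not above a set limit, visual check negative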;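 note: nuclear over cytoplasmic p65 intensity ratio measured by imaging; 0% = IL-1B stimulated DMSO wells and 100% = unstimulated DMSO wells; values of inactives mirror those of a sister screen read the other way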
PLAP inhibitors HTS = inhibition of human placental alkaline phosphatase – biochemical, luminescence, HTS (AID 690); purified PLAP, luminescent substrate; higher % means a stronger effect; inhibition, % at 20 µM, or IC50 in µM where a hit was titrated; 0.08% of 96,000 active; in the data active = a potency from the dose series; inactive = the rest, 99 in 100 with inhibition below about 30%; note: strong numbers were not always called active
MRP resist rev = compounds reversing MRP-mediated drug resistance; differential viability (reversal), % at 10 µM; 0.04% of 85,000 active; H69AR cells + 2 uM doxorubicin, CellTiter-Glo, 72 h;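 active = viability drop by adding the cancer drug above about 55%, with treated viability meeting a 40% cutoff, limit read from the data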;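 note: viability without doxorubicin minus viability with 2 µM doxorubicin for each compound; larger differential means the compound sensitizes cells more to doxorubicin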
Bcl-B displacement = displacers of TR3 peptide from Bcl-B, primary screen, selectivity assay for Bfl-1 inhibitor project, biochemical, fluorescence polarization | FP displacement of FITC-TR3 peptide from Bcl-B; higher % means a stronger effect | one-dose displacement, % at 20 µM; IC50 in µM for titrated hits | 0.11% of 96,000 active | AID 748;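 active = displacement above 50% at 20 µM plus a fluorescence interference ratio under 1.5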;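 note: plate controls were wells without compound for no effect and wells lacking Bcl-B protein for full effect; a part of the inactive calls stands beside numbers as strong as those of hits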
IL1B NFkB pot = enhances IL-1B driven NFkB nuclear translocation; HUVEC IL-1B NFkB p65 nuclear translocation imaging; 0.3% of 94,000 active; activation, % at 2 µM; AID 819;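 active = activation above 40%, about the mean plus 3 SD, also judged a hit on visual image review; inconclusive = activation above 40% but not a hit on visual review; inactive = activation not above 40% and no visual hit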;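 note: percent activation is computed from the nuclear over cytoplasmic p65 intensity ratio; values of inactives mirror those of a sister screen read the other way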
MRP resist rev cytotoxicity = also measured in MRP resist rev; calls as there; viability, %; H69AR cells, CellTiter-Glo, 72 h; measured here: cytotoxicity without doxorubicin
MRP resist rev with doxorubicin = recorded beside MRP resist rev, whose call it bears; viability, %; measured here: viability with 2 uM doxorubicin; stronger effect = lower value
NFkB transloc inh cell count 2 µM = further read-out of NFkB transloc inh, marked with its call; cell count; measured here: cells passing quality filter;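 raw number of nuclei counted in each imaged well without normalization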
IL1B NFkB pot cell count 2 µM = recorded beside IL1B NFkB pot, whose call it bears; cell count; measured here: cells passing quality filter
Numbers without * were called inactive; ? = inconclusive; · = no result given. Some of the compounds tested; rates above refer to the full screens.

SMILES	NFkB transloc inh	NFkB transloc inh cell count 2 µM	PLAP inhibitors HTS	MRP resist rev	MRP resist rev cytotoxicity	MRP resist rev with doxorubicin	Bcl-B displacement	IL1B NFkB pot	IL1B NFkB pot cell count 2 µM
C=CCN1CCN(C(c2ccc(OC)c(OC)c2)c2nnnn2C(C)(C)C)CC1 (configuration not stated)	·	·	-19%	-7	85	92	6%	·	·
COC(=O)c1ccc(NC(=O)CS(=O)(=O)Cc2ccccc2)cc1	·	·	1%	1	96	96	8%	·	·
O=c1c2ccccc2nc(-c2ccccc2)n1CCCN1CCOCC1	-5	130	-65%	·	·	·	-3%	5	130
CCN(CC)S(=O)(=O)c1ccc(-c2nnc(SCC(=O)Nc3ccc(OC)cc3)o2)cc1	-7	119	·	8	92	84	·	7	119
Cc1ccc(C)c(NC(=S)NCCN2CCOCC2)c1	2	154	·	·	·	·	·	-2	154
COc1ccccc1N(CC(=O)NCC1CCCO1)C(=O)CNS(=O)(=O)c1ccc(C)cc1 (configuration not stated)	-1	168	-19%	4	84	80	-2%	1	168
Cc1ccc2nc(SCC(=O)NCc3cccs3)c(C#N)cc2c1	10	103	0%	·	·	·	-15%	-10	103
COc1ccc(C(=O)Nc2n[nH]c(-c3ccncc3)n2)cc1	-9	188	12%	·	·	·	-23%	9	188
O=C(c1ccccc1)N(Cc1ccc2c(c1)OCO2)Cc1nc2ccccc2c(=O)[nH]1	-3	128	-52%	11	62	51	-15%	3	128
COc1ccccc1Oc1nc2c(c(=O)n(Cc3ccccc3F)c(=O)n2C)n1C	-9	177	-48%	-42	40	82	-2%	9	177
CC(C)(C)c1csc(NC(=O)c2ccc3nccnc3c2)n1	8	161	-11%	2	84	82	-46%	-8	161
CCOC(=O)c1c(NC(=O)CSc2nnc(-c3ccccc3C)n2C)sc(C(C)=O)c1C	-3	111	-57%	-7	96	103	-131%	3	111

6 entries from above, set out differently.
| mol | NFkB transloc inh | NFkB transloc inh cell count 2 µM | PLAP inhibitors HTS | MRP resist rev | MRP resist rev cytotoxicity | MRP resist rev with doxorubicin | Bcl-B displacement | IL1B NFkB pot | IL1B NFkB pot cell count 2 µM |
| --- | --- | --- | --- | --- | --- | --- | --- | --- | --- |
| C=CCN1CCN(C(c2ccc(OC)c(OC)c2)c2nnnn2C(C)(C)C)CC1 (configuration not stated) | · | · | -19% | -7 | 85 | 92 | 6% | · | · |
| COC(=O)c1ccc(NC(=O)CS(=O)(=O)Cc2ccccc2)cc1 | · | · | 1% | 1 | 96 | 96 | 8% | · | · |
| O=c1c2ccccc2nc(-c2ccccc2)n1CCCN1CCOCC1 | -5 | 130 | -65% | · | · | · | -3% | 5 | 130 |
| CCN(CC)S(=O)(=O)c1ccc(-c2nnc(SCC(=O)Nc3ccc(OC)cc3)o2)cc1 | -7 | 119 | · | 8 | 92 | 84 | · | 7 | 119 |
| Cc1ccc(C)c(NC(=S)NCCN2CCOCC2)c1 | 2 | 154 | · | · | · | · | · | -2 | 154 |
| COc1ccccc1N(CC(=O)NCC1CCCO1)C(=O)CNS(=O)(=O)c1ccc(C)cc1 (configuration not stated) | -1 | 168 | -19% | 4 | 84 | 80 | -2% | 1 | 168 |

The list goes on:
SMILES	NFkB transloc inh	NFkB transloc inh cell count 2 µM	PLAP inhibitors HTS	MRP resist rev	MRP resist rev cytotoxicity	MRP resist rev with doxorubicin	Bcl-B displacement	IL1B NFkB pot	IL1B NFkB pot cell count 2 µM
CCc1ccc(C(=O)CSc2n[nH]c(C)n2)cc1	·	·	-234%	-3	90	93	-7%	·	·
C=CCSc1nnc(CSc2nc3sc4c(c3c(=O)[nH]2)CCCC4)n1-c1ccccc1	-4	192	-54%	-2	84	86	-2%	4	192
Cn1c(N2CCCCC2)nc2c1c(=O)[nH]c(=O)n2C	-2	91	10%	-9	84	93	10%	2	91
COc1ccc(N(CC(=O)Nc2ccccc2C(=O)NCCc2ccccc2)S(C)(=O)=O)cc1OC	-4	172	-58%	8	95	87	3%	4	172
CS(=O)(=O)N(CC(=O)N1CCN(c2cccc(Cl)c2)CC1)C1CCCCC1	0	147	-14%	-3	75	77	9%	0	147
C=CCN1C(=O)C2(/C(=C(\O)c3ccc4c(c3)OCCO4)C(=O)C(=O)N2CCCOC)c2ccccc21 (configuration not stated)	-14	138	-78%	8	97	89	-2%	14	138
CN(C)c1ccc(CN(C(=O)COc2ccc(F)cc2)C2CCS(=O)(=O)C2)cc1 (configuration not stated)	-52	193	-24%	3	84	80	5%	?	·
Cc1ccc(C(=O)N2CCC(C(N)=O)CC2)cc1C	-19	105	0%	-1	94	95	-6%	19	105
CC(NC(=O)c1ccccc1O)c1ccccc1 (configuration not stated)	6	39	16%	-4	102	106	-7%	-5	39
COc1ccc(Cl)cc1NC(=O)c1ccco1	-20	176	5%	0	83	83	-6%	20	176
COC(=O)C1CCN(C(=O)N2CCOCC2)CC1	3	77	16%	6	111	105	-6%	-3	77
O=C(CSc1nnnn1C1CCCC1)Nc1ccc2c(c1)OCCO2	-43	98	34%	-11	70	81	2%	?	·
COc1cccc(C(=O)Oc2c(CN3CCOCC3)cc(Cl)c3cccnc23)c1	11	109	-158%	1	1	0	6%	-11	109
Cc1nn(CC(O)Cn2cnc3c2c(=O)n(C)c(=O)n3C)c(C)c1Br (configuration not stated)	-17	119	-2%	·	·	·	4%	17	119
CCN(CC(=O)Nc1c(C(=O)OC)[nH]c2ccc(C)cc12)c1ccc2c(c1)OCO2	-18	163	-19%	-1	51	52	24%	18	163
O=C(CN1CCOCC1)n1c2ccccc2c2ccccc21	-2	119	4%	-6	85	91	-10%	2	119
Cc1cc(C)cc(CSCC(=O)N/N=C/c2ccc(OCC(=O)NCc3ccco3)cc2)c1	-20	154	-12%	·	·	·	-5%	20	154
O=C1c2ccccc2C(Nc2ccc3c(c2)OCCO3)N1c1ccc(Cl)cn1 (configuration not stated)	-9	61	4%	14	88	74	7%	9	61
Cc1cc2c(c(=O)n1Cc1cccnc1)C(c1cccs1)C(C#N)=C(N)O2 (configuration not stated)	-31	146	7%	-42	32	73	11%	31	146
CN1CCN(Cc2cc(=O)oc3cc4c(cc23)CCC4)CC1	-41	134	-35%	3	85	82	-13%	41*	134*
O=C(CC1CCCCC1)c1c(O)c2ccccc2oc1=O	-43	141	8%	11	104	93	-5%	?	·
Cc1ccc(C(=O)OCC(=O)Nc2sc3c(c2C#N)CCCCC3)cc1NC(=O)c1ccco1	-6	113	-18%	13	101	88	-10%	6	113
COc1ccc(CN2CNc3nc4ccccc4n3C2)cc1	-21	175	6%	-2	99	102	-2%	21	175
COc1ccc(C2=NN(C(=O)CSc3cn(C)c4ccccc34)C(c3ccc(OC)cc3)C2)cc1 (configuration not stated)	-2	45	-37%	-17	67	84	-4%	2	45
CCOc1c(OC(C)=O)ccc(/C=C/c2ccc3cccc(OC(C)=O)c3n2)c1[N+](=O)[O-]	-4	158	-10%	·	·	·	-8%	4	158
COc1ccccc1-n1cnc2cc(C(=O)NCc3ccco3)ccc21	·	·	-18%	·	·	·	-10%	·	·
CCN(CCO)c1ncnc2c1sc1nc(C(C)C)c3c(c12)CC(C)(C)OC3	-17	123	-14%	·	·	·	-6%	17	123
O=C(CCN1CCc2ccccc2C(O)(c2ccccc2)C1)c1ccc2c(c1)OCCO2 (configuration not stated)	7	105	·	0	0	0	·	-7	105
Nc1c(-c2ccccc2)cnn1-c1ccc(C(=O)O)cc1	-16	187	-16%	3	78	75	-3%	16	187
CCOC(=O)CCP(=O)(O)C(O)c1ccccc1 (configuration not stated)	22	64	-8%	3	94	92	5%	-22	64
O=C(CN1C(=O)C2CC=CCC2C1=O)OCCN1C(=O)c2ccccc2C1=O (configuration not stated)	-8	38	-35%	7	104	97	5%	7	38
COc1ccc(C(=O)Nc2ccc(Cl)cc2C(=O)NCc2ccco2)cc1	-14	141	·	-19	29	48	·	14	141
CCOc1ccc(-c2nc(S(=O)(=O)c3ccccc3)c(NCc3cccnc3)o2)cc1	-14	147	-45%	12	92	80	-6%	14	147
CCOC(=O)C1=C(C)Nc2nc(SCC(=O)OC)nn2C1c1cc(F)cc(F)c1 (configuration not stated)	-6	150	-11%	-6	97	103	0%	6	150
Cc1ccc(C(NC(N)=O)c2ccccc2C)cc1 (configuration not stated)	2	200	27%	18	94	76	-4%	-2	200
Cn1ccnc1C(O)(c1nnc(-c2ccccc2)o1)C(F)(F)F (configuration not stated)	-11	149	-9%	·	·	·	8%	11	149
CCCc1cc(=O)[nH]c(SCCOc2ccc(Cl)cc2)n1	-3	132	3%	-6	107	113	-2%	3	132
Cc1cc(C)nc(SCc2nnc(SCC(=O)Nc3ccc(C)c(C)c3)n2Cc2ccco2)n1	0	224	-55%	·	·	·	-3%	0	224
CCOC(=O)C1=CN(c2cccc(F)c2)C=C(C(=O)OCC)C1c1cc(OC)c(O)c([N+](=O)[O-])c1	-5	108	-43%	·	·	·	0%	5	108
NC(=O)c1c(N)sc(=S)n1CC1CCCO1 (configuration not stated)	-6	155	16%	6	101	95	-4%	6	155
Cc1ccc(C(=O)Nc2ccc(Br)c(C(F)(F)F)c2)cc1	2	177	0%	·	·	·	5%	-3	177
O=c1c2ccccc2cnn1-c1ccc2ccccc2c1	8	139	26%	·	·	·	-4%	-8	139
CCCCCn1c(=NC(=O)c2ccco2)c(C(=O)OCC)cc2c(=O)n3ccccc3nc21	-22	188	-22%	0	27	27	7%	22	188
CCC(NC(=O)C1(C)CC1(Br)Br)c1ccc(C)cc1 (configuration not stated)	4	140	14%	·	·	·	2%	-4	140
Cc1noc(C)c1COc1cccc(C(=O)Oc2ccc3c(c2)OCO3)c1	2	150	-16%	-17	69	86	-3%	-2	150
CC(C)(C)C(=O)N1CCN(c2ccc([N+](=O)[O-])cc2Cl)CC1	2	111	·	·	·	·	·	-2	111
Cc1nc(-c2ccc3c(c2)OCO3)cs1	-21	123	20%	0	90	90	-14%	21	123
CCCc1ccc(OCC(=O)O)cc1	·	·	-17%	8	97	89	-3%	·	·

Reprinted at random: two compounds from above, in no set order.
SMILES	NFkB transloc inh	NFkB transloc inh cell count 2 µM	PLAP inhibitors HTS	MRP resist rev	MRP resist rev cytotoxicity	MRP resist rev with doxorubicin	Bcl-B displacement	IL1B NFkB pot	IL1B NFkB pot cell count 2 µM
Cc1ccc(C(=O)N2CCC(C(N)=O)CC2)cc1C	-19	105	0%	-1	94	95	-6%	19	105
COc1ccc(CN2CNc3nc4ccccc4n3C2)cc1	-21	175	6%	-2	99	102	-2%	21	175

Carrying on.
SMILES	NFkB transloc inh	NFkB transloc inh cell count 2 µM	PLAP inhibitors HTS	MRP resist rev	MRP resist rev cytotoxicity	MRP resist rev with doxorubicin	Bcl-B displacement	IL1B NFkB pot	IL1B NFkB pot cell count 2 µM
N#Cc1c2n(c3c(=O)n(Cc4ccccc4)cnc13)CCCC2	-6	124	-9%	-1	75	76	-3%	6	124
COc1nc(-c2cccs2)cc(-c2ccc(C)cc2)c1C#N	-6	99	35%	·	·	·	3%	6	99
c1ccc(OCCCN2CCCC2)cc1	-10	201	11%	20	98	77	-3%	10	201
Cc1nc(-c2ccc(S(=O)(=O)N3CCCCCC3)cc2)cs1	-9	189	-12%	9	78	70	0%	9	189

An excerpt from above in order of length of the SMILES, low to high:
SMILES	NFkB transloc inh	NFkB transloc inh cell count 2 µM	PLAP inhibitors HTS	MRP resist rev	MRP resist rev cytotoxicity	MRP resist rev with doxorubicin	Bcl-B displacement	IL1B NFkB pot	IL1B NFkB pot cell count 2 µM
c1ccc(OCCCN2CCCC2)cc1	-10	201	11%	20	98	77	-3%	10	201
Cc1nc(-c2ccc3c(c2)OCO3)cs1	-21	123	20%	0	90	90	-14%	21	123
COc1nc(-c2cccs2)cc(-c2ccc(C)cc2)c1C#N	-6	99	35%	·	·	·	3%	6	99
N#Cc1c2n(c3c(=O)n(Cc4ccccc4)cnc13)CCCC2	-6	124	-9%	-1	75	76	-3%	6	124
